# Giardia kill: Small Molecules that selectively kill Giardia lamblia: qHTS. Giardia lamblia trophozoite viability. activity change, % at 7.66 µM, hits read low. hit rate 0.15% among 340,000. AID 540267, 2011; in the data active = activity change below about -80%; inconclusive = between about -30% and that limit;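 note: parasites exposed to compound for two days anaerobically before the ATP read; % is set by controls: 0 for no effect and ±100 for the full control effect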
#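 ATP-content bioluminescence gauges trophozoite survival. Cells (100/well) receive compound and incubate anaerobically for 48 hrs at 37 deg C; detection reagent follows for 15-30 min at room temperature.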
# PKM2 act: qHTS Assay for Activators of Human Muscle isoform 2 Pyruvate Kinase; Potency, µM (highest dose often 57.5 µM), for inactives: at the highest dose activation, usual class: activators; Pyruvate kinase PKM (Homo sapiens), P14618; purified PKM2, Kinase-Glo ATP luminescence, activation; response scale: 0% is enzyme alone, no compound; hit rate 0.34% among 260,000; note: potency is the fitted concentration of half-maximal effect; % is set by controls: 0 for no effect and ±100 for the full control effect; nearly all actives have a fitted effect of over 55% in size
# Target sequence (P14618 whole entry, looked up, canonical isoform): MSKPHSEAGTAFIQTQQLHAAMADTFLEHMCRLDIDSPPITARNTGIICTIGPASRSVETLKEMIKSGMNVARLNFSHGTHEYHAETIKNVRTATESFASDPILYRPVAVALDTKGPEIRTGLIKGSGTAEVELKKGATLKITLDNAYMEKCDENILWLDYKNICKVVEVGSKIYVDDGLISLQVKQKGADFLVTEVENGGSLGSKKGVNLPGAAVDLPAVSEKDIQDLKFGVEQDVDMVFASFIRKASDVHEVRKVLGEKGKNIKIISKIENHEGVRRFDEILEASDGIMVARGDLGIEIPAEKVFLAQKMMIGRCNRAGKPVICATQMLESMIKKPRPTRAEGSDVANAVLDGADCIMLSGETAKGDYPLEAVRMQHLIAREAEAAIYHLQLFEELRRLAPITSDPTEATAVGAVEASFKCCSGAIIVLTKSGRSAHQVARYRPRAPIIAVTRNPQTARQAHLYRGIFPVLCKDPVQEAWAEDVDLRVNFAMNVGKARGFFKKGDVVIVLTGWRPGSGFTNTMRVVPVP
#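 Kinase-Glo luminescence reports ATP generated from ADP (0.1 mM) and PEP (0.5 mM) by purified hPK-M2 after 1 h at room temperature, pH 7.2 imidazole buffer; intermediate enzyme activity allows detecting inhibitors and activators.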
# BRCA1 expr act: qHTS Assay to Identify Small Molecule Activators of BRCA1 Expression; Potency, µM (highest dose often 46.1 µM), inactives show at the top dose activation, actives largely listed as activators; MCF7-BRCA1-FFLuc reporter, luminescence, 48 h; response scale: scaled: vehicle 0%, 10 µM genistein 100%; hit rate 1.1% among 380,000; AID 624202, 2012; note: potency is the fitted concentration of half-maximal effect; nearly all actives have a fitted effect of over 80% in size; some results filed as inactive show a strong effect at the top dose
#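 Compounds are tested at multiple concentrations on MCF7 BRCA1-luciferase reporter cells seeded at 2000 per well; after 48 h, a single luminescence end-point is taken and curves fitted to the normalized data.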
# FLuc modulator: qHTS profiling assay for firefly luciferase inhibitor/activator using purifed enzyme and Km concentrations of substrates (counterscreen for miR-21 project); Luciferin 4-monooxygenase (Photinus pyralis), P08659; purified FLuc, Km substrates, luminescence inhibition; hit rate 6.9% among 360,000; Potency, µM (highest dose often 57.5 µM), for inactives: at the top dose activity change, negative = inhibition, actives largely listed as inhibitors;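 note: potency is the fitted concentration of half-maximal effect; plate controls were vehicle for no effect and reference inhibitor for full effect; nearly all actives have a fitted effect of over 55% in size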
# Target sequence (P08659 whole entry, looked up): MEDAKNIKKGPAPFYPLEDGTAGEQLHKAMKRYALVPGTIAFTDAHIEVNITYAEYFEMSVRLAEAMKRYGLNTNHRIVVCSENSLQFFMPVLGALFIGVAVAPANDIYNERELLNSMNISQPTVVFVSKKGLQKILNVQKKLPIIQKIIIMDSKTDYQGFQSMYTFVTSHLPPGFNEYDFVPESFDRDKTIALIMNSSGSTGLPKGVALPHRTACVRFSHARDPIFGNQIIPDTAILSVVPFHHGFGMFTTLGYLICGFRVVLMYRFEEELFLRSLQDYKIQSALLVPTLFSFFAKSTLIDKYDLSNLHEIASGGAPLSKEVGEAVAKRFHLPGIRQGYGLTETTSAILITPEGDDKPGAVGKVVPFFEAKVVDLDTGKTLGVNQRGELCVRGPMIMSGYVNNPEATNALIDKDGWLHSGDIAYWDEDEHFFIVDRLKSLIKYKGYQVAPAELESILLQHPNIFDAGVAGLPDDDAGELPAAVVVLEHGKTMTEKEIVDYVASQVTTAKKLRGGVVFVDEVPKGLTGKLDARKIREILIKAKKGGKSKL
#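 Purified P. pyralis luciferase, 10 nM final, with Km-level 10 uM D-luciferin and 10 uM ATP in 50 mM Tris acetate pH 7.5, 10 mM Mg acetate, 0.01% Tween-20, 0.05% BSA; 6-point qHTS titration about 60 µM downward; luminescence read.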
# ELG1 genotox: qHTS screen for small molecules that induce genotoxicity in human embryonic kidney (HEK293T) cells expressing luciferase-tagged ELG1. HEK293T ELG1-luciferase reporter, luminescence, 16 h. Potency, µM (highest dose often 46 µM), without a hit: at the top dose activity change, positive = activation, hits mostly activators. hit rate 1.3% among 330,000. AID 504466, 2011; note: potency is the fitted concentration of half-maximal effect; % of control where 0% means no effect; nearly all actives have a fitted effect of over 60% in size
#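 DMSO vehicle served as control against compound-treated ELG1-luciferase HEK293T cells; exposure lasted 16 hr at 37 °C and 5% CO2, followed by ONE-Glo luminescence detection after 30 min.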
# RORg inh: qHTS for inhibitors of ROR gamma transcriptional activity | Nuclear receptor ROR-gamma (Mus musculus), P51450 | Drosophila S2 Gal4-RORgamma UAS-luciferase reporter, 20 h | Potency, µM (highest dose often 53.6 µM), without a hit: at the highest dose activity change, negative = inhibition, actives largely listed as inhibitors | hit rate 5.4% among 310,000; note: potency is the fitted concentration of half-maximal effect; % is set by controls: 0 for no effect and ±100 for the full control effect; nearly all actives have a fitted effect of over 60% in size
#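 Using a luciferase readout, inhibitors were identified by reduced reporter activity in Drosophila cells coexpressing a copper-inducible Gal4–ROR gamma fusion and UAS-driven Photinus luciferase, incubated 20 hr after 700 uM copper sulfate.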
# Menin MLL FP TR: qHTS Assay for Inhibitors Targeting the Menin-MLL Interaction in MLL Related Leukemias: Competition With Texas Red Labeled MLL-derived Mutant Peptide; AID 1768, 2009; Potency, µM (doses to about 61.6 µM), for inactives: at the top dose FP activity change, negative = inhibition, actives largely listed as inhibitors; Menin + Texas Red MLL mutant peptide, fluorescence polarization; hit rate 0.23% among 270,000; O00255; active = well fitted inhibition curve with a large enough effect in the polarisation, with a control signal flat, not every such curve was filed as active; inconclusive = small, poorly fitted or top-dose-only effect, or effect the other way, or a change in a side signal; inactive = no such curve, though single readings can be large or run the other way; the % refers to the polarisation; note: potency is the fitted concentration of half-maximal effect; % of control where 0% means no effect; many of its hits are not listed in these tables
# p53 reactivation: qHTS assay for re-activators of p53 using a Luc reporter. hit rate 0.063% among 320,000. H1299 p53-A138V BP100-luciferase reporter, luminescence, 24 h. AID 504706, 2011. Potency, µM (doses to about 92.2 µM), inactives show at the top dose activity change, positive = activation, actives largely listed as activators; note: potency is the fitted concentration of half-maximal effect; % of control where 0% means no effect; nearly all actives have a fitted effect of over 45% in size
#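 p53-null H1299 cells stably carrying temperature-sensitive p53-A138V and a BP100-luciferase reporter were pinned with compounds (4-point, 1:5 series) and held 24 hrs at 37 deg C. Luminescence was read 10 min after detection reagent.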
# Rab9 prom act: qHTS Assay for Rab9 Promoter Activators | Potency, µM (series often up to 9.22 µM), without a hit: at the top dose activation, negative = inhibition, most hits filed as activators | AID 485297, 2010 | hit rate 2.8% among 320,000 | Huh7 Rab9 promoter-luciferase reporter, luminescence, 24 h; note: potency is the fitted concentration of half-maximal effect; % of control where 0% means no effect; nearly all actives have a fitted effect of over 60% in size
#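 Luminescence read-out: Huh7 cells stably expressing Rab9-luciferase, treated 24 h with compound at 37 °C, then lysed with luciferase reagent for 10 min at ambient before reading.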
# VP16 counter: VP16 counterscreen qHTS for inhibitors of ROR gamma transcriptional activity | AID 2546, 2010 | hit rate 3.5% among 310,000 | Drosophila S2 Gal4-VP16 UAS-luciferase, luminescence, 20 h | Potency, µM (titrated, usually from 53.6 µM), for inactives: at the top dose activity, negative = inhibition, most hits filed as inhibitors;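 note: Gal4-VP16 expression switched on by copper sulfate through the metallothionein promoter; potency is the fitted concentration of half-maximal effect; % is set by controls: 0 for no effect and ±100 for the full control effect; nearly all actives have a fitted effect of over 50% in size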
# NPC1 promoter act: qHTS Assay for NPC1 Promoter Activators; Huh7 NPC1 promoter luciferase reporter, 24 h; Potency, µM (highest dose often 9.22 µM), for inactives: at the top dose activation, hits mostly activators; hit rate 2.4% among 320,000; AID 485313, 2010;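 note: potency is the fitted concentration of half-maximal effect; % of control where 0% means no effect; nearly all actives have a fitted effect of over 60% in size; reporter is driven by a mutant NPC1 promoter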
#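 Huh7 reporter cells (NPC1 promoter driving luciferase) are dosed with compound for 24 h at 37 °C, 5% CO2; luciferase detection reagent is then added and luminescence measured after 10 min at ambient temperature.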
# Active calls of the source: *; ? = inconclusive; . = no result given; & = joins results of further samples; [ ] = another dose, or the depositor's remark. Unless noted, calls come from the whole dose curve; as a rule, active = well fitted curve in the direction sought with a large enough effect; inconclusive = small, poorly fitted or top-dose-only effect, or another doubt; inactive = no such curve, though single readings can be large; an effect the other way counts as inactive or inconclusive.
SMILES,Giardia kill,PKM2 act,BRCA1 expr act,FLuc modulator,ELG1 genotox,RORg inh,Menin MLL FP TR,p53 reactivation,Rab9 prom act,VP16 counter,NPC1 promoter act
CCO[C@@H]1OC(C(=O)N2CCN(Cc3ccccc3)CC2)=C[C@H](C)[C@H]1CCCO,-7.8,1.2%,-7.0%,0.3%,-1.9%,-37.0%,24.0%,-3.9%,10.6%,-3.9%,-0.2%
NC(=O)CN1C(=O)C2C3C=CC(C3)C2C1=O (configuration not stated),11.6,-27.0%,2.0%,-0.3%,0.9%,?,-11.2%,-3.9%,?,-0.7%,13.0%
O=C(NNC(=O)c1ccc(-c2ccccc2)cc1)Nc1ccccc1F,18.2,-3.1%,-22.4%,-0.8%,3.1%,-35.9%,-1.5%,.,-3.2%,-10.1%,0.1%
Cc1nnc(N2C(=O)c3cccc4cccc(c34)C2=O)s1,10.5,1.7%,-36.3%,9.1%,0.6%,5.4%,9.2%,3.6%,-0.3%,-0.3%,2.3%
CN(Cc1ccon1)C(=O)CC1C(=O)NCCN1Cc1cccc(F)c1F (configuration not stated),-1.1,0.0%,23.7%,0.0%,0.7%,-9.7%,.,16.5%,2.0%,-9.9%,-5.5%
CSc1nc2c(cc1C#N)C(=O)CC(C)(C)C2,-21.7,2.6%,-12.2%,-2.8%,-3.3%,-2.4%,-2.6%,-8.4%,-1.5%,6.8%,2.2%
CCOC(=O)/C(=C\c1ccc(OC)c(OC)c1)C(=O)c1cccnc1,0.2,17.3%,-10.5%,-1.6%,-1.2%,-17.8%,?,-2.0%,-0.7%,-1.6%,3.8%
COc1ccc(NC(=O)COc2ccc(-c3ccccc3)cc2)cc1,-12.8,.,-11.0%,0.8%,2.6%,.,.,12.3%,1.8%,.,-7.3%
CC(C)CC(=O)Nc1cc2c3c(c1)CCN3C(=O)CC2,42.6[activator],.,-11.7%,5.1%,13.3%,-7.0%,.,4.6%,-2.0%,-14.4%,-0.7%
Cc1ccc(C(=O)NC2CCN(S(=O)(=O)c3ccc(C)cc3)CC2)cc1,-5.3,-1.1%,1.9%,0.9%,2.8%,-11.1%,16.6%,-1.2%,-3.9%,-0.6%,-12.4%
CN1CCN(C(=O)/C=C/c2ccc([N+](=O)[O-])cc2)CC1,-3.2,6.0%,11.4%,0.2%,2.1%,-17.7%,-1.1%,-0.2%,0.7%,15.3%,1.1%
C[n+]1cn(Cc2ccc(C#N)cc2)c2ccccc21,1.8,.,4.7%,-0.4%,1.2%,-1.7%,-7.1%,2.5%,-4.3%,-0.3%,-3.3%
NC(=O)CC(NC(=O)Cc1ccc(Cl)cc1)c1ccc(NC2CCCCC2)c([N+](=O)[O-])c1 (configuration not stated),-7.8,-0.4%,0.5%,1.4%,5.2%,-21.7%,.,-7.9%,-4.1%,12.9%,-6.7%
Nc1nc(SCc2cccc([N+](=O)[O-])c2)n[nH]1,-2.7,.,19.8%,7.3%,-0.6%,6.5%,-0.5%,-0.6%,-6.0%,-6.9%,-2.8%
CCc1nc2ccccc2c(NC(=O)CN2CC(C)CC(C)C2)c1C (configuration not stated),-26.8,9.5%,-27.6%,5.5%,-1.1%,5.5%,-29.5%,-1.4%,1.7%,-13.3%,-1.8%
COc1ccccc1N1CC(C(=O)Nc2ccccc2N2CCCC2)CC1=O (configuration not stated),12.5,.,-27.6%,-1.6%,0.2%,.,.,4.9%,0.6%,.,-6.5%
COCC(=O)Nc1ccc(N2CCCC2)c(S(=O)(=O)Nc2ccccc2OC)c1,7.7,.,-30.3%,.,1.1%,.,.,-1.5%,14.0%,.,-0.6%
COc1ccccc1C(=O)COC(=O)CN1C(=O)C2CC=CCC2C1=O (configuration not stated),-1.5,.,3.6%,0.4%,-1.4%,.,.,0.7%,2.8%,.,-6.2%
O=C(NC1CCCCC1)C(c1ccco1)N(Cc1cccs1)C(=O)Cn1nnc2ccccc21 (configuration not stated),-8.4,1.3%,-0.9%,-0.8%,23.1%,30.8%,-0.5%,6.6%,-0.9%,-9.7%,6.5%
COc1ccc(N=N/C(C(C)=O)=C(/C)O)cc1,?,2.7%,44.6%,?,7.1%,7.2%,.,4.3%,7.3%,6.6%,6.6%

# Just ELG1 genotox, for two of the compounds above:
structure | ELG1 genotox
CCOC(=O)/C(=C\c1ccc(OC)c(OC)c1)C(=O)c1cccnc1 | -1.2%
COc1ccc(NC(=O)COc2ccc(-c3ccccc3)cc2)cc1 | 2.6%

# (further entries)
SMILES,Giardia kill,PKM2 act,BRCA1 expr act,FLuc modulator,ELG1 genotox,RORg inh,Menin MLL FP TR,p53 reactivation,Rab9 prom act,VP16 counter,NPC1 promoter act
O=C(COc1ccc(Cl)cc1)NCc1nnc(SCC(=O)N2CCCCC2)o1,6.4,6.4%,3.2%,2.0%,-3.5%,37.3%,-10.0%,-0.8%,1.6%,-8.5%,9.8%
CN1CCN(CCCNC(=O)c2cc3c(-c4ccc(Cl)cc4)nn(C)c3s2)CC1,7.7,-7.8%,-37.3%,-1.8%,?,1.4%,0.1%,-2.2%,2.2%,-21.0%,-3.3%
CCOC(CNC(=O)C(=O)Nc1cc2c3c(c1)CCC(=O)N3CCC2)OCC,9.0,.,-4.0%,1.0%,14.0%,0.3%,-10.3%,-13.1%,-2.1%,4.1%,-0.7%
O=C(N1CCCCC1)N1CCN(S(=O)(=O)c2ccc(Cl)cc2)CC1,-11.3,-13.9%,-9.2%,-2.2%,?,-41.5%,-14.9%,-4.3%,-2.3%,3.6%,-6.0%
CCN(CC)S(=O)(=O)c1c(OC)cc(C)c(Cl)c1C,14.9,-11.9%,-13.9%,-3.6%,-3.0%,-0.1%,-0.5%,-6.2%,-3.1%,11.3%,-3.9%
COc1ccc(NC(=O)c2csc3c2CCCC3)cc1,8.6,1.7%,?,3.01µM*,?,26.9%,15.9%,?,3.16µM*,?,2µM*
Cc1ccc(S(=O)(=O)CCC(=O)Nc2cccc([N+](=O)[O-])c2)cc1,4.5,-0.2%,40.8%,-5.3%,-3.1%,26.2%,0.3%,-2.5%,-0.9%,-9.6%,-2.3%
Cc1ccc(C)c(N2CCN(C(=O)c3csc4ccccc34)CC2)c1,38.0[activator],-1.3%,-55.1%,-0.2%,-0.7%,?,-7.0%,33.0%,0.0%,-21.7%,-2.0%
O=C1c2ccccc2C(=O)N1Cc1cc(-c2ccccc2Cl)no1,18.9,-1.7%,3.2%,-14.0%,-0.1%,26.0%,-7.6%,-1.9%,0.4%,-1.3%,-3.2%
C/C(CC(=O)Nc1cccc2c1CCCC2)=N\NC(=O)c1cccc2ccccc12,6.4,-6.1%,-41.0%,0.6%,0.0%,?,8.3%,-2.2%,-4.0%,?,-2.2%
Cc1ccc(NC2=NC(c3ccc(F)cc3)n3c(nc(C)cc3=O)N2)cc1 (configuration not stated),29.0,2.5%,-7.2%,2.1%,-0.6%,22.5%,.,-5.5%,-0.7%,6.8%,-1.3%
O=C(CSc1ncnc2c1cnn2-c1ccccc1)Nc1ccc2c(c1)OCO2,-8.4,-2.3%,-65.8%,-8.3%,0.5%,12.8%,24.4%,1.1%,-14.5%,-6.3%,-0.6%
COc1cc(C)c(CN2CCSCC2)cc1C,8.5,3.8%,9.0%,0.1%,-0.3%,-4.0%,10.1%,.,7.3%,-15.2%,8.5%
COc1ccccc1-c1nn(-c2ccccc2)cc1C(=O)N1CCN(C(=O)c2ccco2)CC1,39.7[activator],.,-18.4%,.,1.6%,.,.,-0.8%,-6.0%,.,-0.9%
COc1cccc(CNC(=O)CCn2c(=O)c3cccn3c3cccnc32)c1,5.1,-1.4%,-1.7%,4.0%&-6.7%,-1.4%,10.6%,-7.7%,1.1%,-0.3%,-8.2%,-3.3%
CCCCCCCCCCn1ccc(=N)cc1,2.0,-4.2%,-90.4%,2.4%,-12.5%,7.94µM*,.,-12.7%,-53.4%[inhibitor],?,-47.4%[inhibitor]

# The list is partial; rates above refer to the full screens.
